Bfl-1 displacement = Bfl-1 inhibitors, primary screen, biochemical, fluorescence polarization, FITC-Bid, mouse (AID 432). FITC-Bid BH3 peptide fluorescence polarization displacement; higher % means a stronger effect. displacement, % at 20 µM; hits with a dose series show IC50 in µM. 64,000 tested, 0.02% active; in the data active = a potency from the dose series; inactive = the rest, 99 in 100 with displacement below about 15%; also: strong numbers were not always called active
Spn DPM-DC inh = S. pneumoniae DPM-DC inhibition. calls only at 10 µM. purified DPM-DC, PK/LDH coupled NADH fluorescence. 65,000 tested, 0.49% active;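 active = the 320 compounds with the highest percent inhibition in the single-dose primary screen, excluding strongly autofluorescent ones, cut at about 32% in these data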;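 also: kinetic rate of NADH fluorescence loss reporting ADP formed by the decarboxylase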
TNAP inhibition = inhibition of tissue-nonspecific alkaline phosphatase – biochemical, luminescent (AID 518); purified TNAP enzyme, luminescent substrate readout; higher % means a stronger effect; inhibition, % at 20 µM, or IC50 in µM where a hit was titrated; 64,000 tested, 0.09% active; in the data active = a potency from the dose series; inactive = the rest, 99 in 100 with inhibition below about 22%;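 also: plate controls were vehicle for no effect and reference inhibitor for full effect; many of its hits are not listed in these tables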
HT1080 cytotoxicity = HT1080 cell viability loss – fluorescence readout (AID 620). HT1080 viability, fluorescence; higher % means a stronger effect. one-dose cytotoxicity, % at 10 µM; EC50 in µM for titrated hits. 87,000 tested, 0.42% active;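 also: cells exposed to compound overnight then 4 h with Alamar Blue; 0% = vehicle DMSO and 100% = killing control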
Spn MK inh = blocks S. pneumoniae mevalonate kinase. inhibition, % at 10 µM. purified MK, PK/LDH-coupled NADH absorbance 340 nm. 65,000 tested, 0.48% active;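 active = ranked among the strongest by inhibition in the single 10 µM screen, a fixed top-ranked set picked for dose follow-up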; also: no value below 0 was filed
Spn PMK inh = blocks S. pneumoniae phosphomevalonate kinase | 65,000 tested, 0.49% active | purified PMK, PK/LDH-coupled NADH absorbance 340 nm | inhibition, % at 10 µM;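 active = top-ranked compounds by inhibition in the single 10 µM screen, taking a fixed number of the strongest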;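 also: 0% = full reaction with DMSO carrier and 100% = background rate without enzyme reaction; no value below 0 was filed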
HPDE-C7 cytotoxicity = HPDE-C7 pancreatic duct cell viability loss – fluorescence, HTS (AID 430) | HPDE-C7 pancreatic duct cells viability, fluorescence; higher % means a stronger effect | one-dose cytotoxicity, % at 10 µM; EC50 in µM for titrated hits | 63,000 tested, 1.8% active;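 also: cells exposed to compound for 48 hours before viability readout; 0% = vehicle and 100% = reference cytotoxic drug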
LYP phosphatase = LYP phosphatase inhibitors, primary screen, biochemical, DiFMUP fluorescence, recombinant catalytic domain, 10 µM (AID 606); 52,000 tested, under 10 active; recombinant LYP catalytic domain, DiFMUP fluorescence; higher % means a stronger effect; inhibition, % at 10 µM, or IC50 in µM where a hit was titrated;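 active = IC50 under 40 µM in the dose-response test; inactive = IC50 of 40 µM or more, or never dose-tested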
HPDE-C7K KRASV12 = cytotoxicity in KRAS-transformed pancreatic duct cells, primary screen, cell-based, fluorescence, HTS (AID 431) | HPDE-C7K KRASV12 cells, Alamar Blue viability, 48 h; higher % means a stronger effect | one-dose cytotoxicity, % at 10 µM; EC50 in µM for titrated hits | 63,000 tested, 1.7% active;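 active = compounds whose percent cytotoxicity in the single-dose primary screen, scaled between solvent and toxic-drug controls, exceeds 50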;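 also: 0% = DMSO solvent wells and 100% = doxorubicin-treated wells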
Spn PMK inh pilot replicates = recorded beside Spn PMK inh, whose call it bears; inhibition, %; measured here: pilot screen replicates
Spn MK inh pilot replicates = second read-out of Spn MK inh, no call of its own (marks repeat the call); inhibition, %; measured here: pilot screen replicates
Spn DPM-DC inh pilot screen % = recorded beside Spn DPM-DC inh, whose call it bears; inhibition, %; measured here: pilot screen trials
Active calls of the source: *; i = inactive; / = no result given. Rule as the data show it, unless noted: active = cytotoxicity above about 50%; inactive = the rest.

SMILES	Bfl-1 displacement	Spn DPM-DC inh	TNAP inhibition	HT1080 cytotoxicity	Spn MK inh	Spn PMK inh	HPDE-C7 cytotoxicity	LYP phosphatase	HPDE-C7K KRASV12	others
CC(Oc1cccc(Cl)c1)C(=O)Nc1cc(=O)n(C)c(=O)n1C (stereo not drawn)	-3%	i	5%	0%	0	0	2%	-5%	-4%
COc1ccc(S(=O)(=O)n2cnc3cc(C)c(C)cc32)cc1	-13%	i	4%	-5%	8	5	29%	/	38%
Nc1ccn(-c2ccc(Cl)cc2)c(=O)c1	-8%	i	8%	18%	0	4	-4%	-7%	4%
Cc1cc(C(=O)Nc2sc3c(c2C#N)CCC(C)C3)no1 (stereo not drawn)	1%	i	6%	-3%	2	1	4%	3%	3%
Cc1ccc(-c2ccc(CCC(=O)O)n2C(C)C)cc1	1%	i	2%	-5%	0	0	-7%	-6%	-1%
OC(COc1ccc(Cl)cc1)CN1CCCCC1 (stereo not drawn)	3%	i	8%	-1%	11	10	2%	11%	9%
COc1cc(C(=O)OC(C)CN2CCOCC2)cc(OC)c1OC (stereo not drawn)	-7%	i	13%	36%	6	4	14%	/	17%
O=C(CNS(=O)(=O)c1cccs1)N1CCCC1	-4%	i	2%	-6%	0	10	-7%	-10%	-4%
COc1ccccc1CNc1nc2nc(C)c(C)c(=O)n2[nH]1	-6%	i	15%	-2%	10	0	-5%	-1%	13%
CCOC(=O)c1sc2ncn(C(CC)C(=O)OC)c(=O)c2c1C (stereo not drawn)	5%	i	4%	3%	5	2	-5%	15%	-10%
CCOC(=O)N1CCN(C(=O)CN2C(=O)COc3ccc(C(C)(C)C)cc32)CC1	-11%	i	-2%	14%	7	19	-2%	9%	-11%
CC(=O)N1CCN(c2ccccc2NC(=O)COc2cc(C)ccc2C(C)C)CC1	-3%	i	15%	-9%	6	0	-2%	18%	5%

Retrieved by structure from above:
SMILES	Bfl-1 displacement	Spn DPM-DC inh	TNAP inhibition	HT1080 cytotoxicity	Spn MK inh	Spn PMK inh	HPDE-C7 cytotoxicity	LYP phosphatase	HPDE-C7K KRASV12	others
CCOC(=O)c1sc2ncn(C(CC)C(=O)OC)c(=O)c2c1C (stereo not drawn)	5%	i	4%	3%	5	2	-5%	15%	-10%
COc1cc(C(=O)OC(C)CN2CCOCC2)cc(OC)c1OC (stereo not drawn)	-7%	i	13%	36%	6	4	14%	/	17%
Cc1cc(C(=O)Nc2sc3c(c2C#N)CCC(C)C3)no1 (stereo not drawn)	1%	i	6%	-3%	2	1	4%	3%	3%
COc1ccc(S(=O)(=O)n2cnc3cc(C)c(C)cc32)cc1	-13%	i	4%	-5%	8	5	29%	/	38%
O=C(CNS(=O)(=O)c1cccs1)N1CCCC1	-4%	i	2%	-6%	0	10	-7%	-10%	-4%
Cc1ccc(-c2ccc(CCC(=O)O)n2C(C)C)cc1	1%	i	2%	-5%	0	0	-7%	-6%	-1%

Additional compounds.
SMILES	Bfl-1 displacement	Spn DPM-DC inh	TNAP inhibition	HT1080 cytotoxicity	Spn MK inh	Spn PMK inh	HPDE-C7 cytotoxicity	LYP phosphatase	HPDE-C7K KRASV12	others
CCC(=O)NCc1nc2ccccc2n1Cc1ccccc1F	-5%	i	7%	19%	6	14	-6%	-1%	-6%
Cn1c(CNc2cccc(Cl)c2)nnc1SCC(=O)OC1CCCCC1	4%	i	6%	-10%	3	15	6%	/	19%
COc1ccc(NC(=O)c2cc3n(n2)C(C(F)(F)F)CC(c2ccc4c(c2)OCO4)N3)cc1OC (stereo not drawn)	-9%	i	7%	-1%	0	14	64%*	/	69%*
Cc1c(NC(=O)COC(=O)Cc2ccc(Cl)cc2)c(=O)n(-c2ccccc2)n1C	2%	i	8%	-6%	6	11	2%	16%	-6%
O=C(O)CCC(=O)OC1CC2CCC1C2 (stereo not drawn)	-6%	i	4%	-1%	7	15	0%	15%	-13%
O=C1NC(c2ccco2)Nc2sc3c(c21)CCN(Cc1ccccc1)C3 (stereo not drawn)	86%	i	15%	-2%	9	18	-3%	-5%	6%
Cc1cccc(N(C(=O)Cn2nnc3ccccc32)C(C(=O)NCc2ccco2)c2ccncc2)c1C (stereo not drawn)	0%	i	7%	-2%	0	19	-4%	1%	-17%
COC(=O)c1sccc1NC(=O)c1cccnc1	1%	i	15%	9%	12	0	-5%	10%	-4%
CCc1nnc(NC(=O)CSc2nccn2-c2cccc(C)c2C)s1	-6%	i	-3%	-10%	5	10	17%	12%	7%
COc1cc(-c2nc(-c3ccc(Br)o3)no2)cc(OC)c1OC	6%	i	1%	-4%	3	7	-25%	-7%	-9%
Cc1ccc(S(=O)(=O)NCCC(=O)N2CCN(Cc3ccccc3)CC2)cc1	4%	i	12%	0%	0	15	0%	-4%	4%
COc1ccc(-c2nc3nc(C)c(Cc4ccccc4)c(=O)n3[nH]2)cc1	-7%	i	10%	9%	10	9	-22%	5%	-2%
O=C(CSc1nc2c(c(=O)n1-c1ccc(Br)cc1)SCC2)NCC1CCCO1 (stereo not drawn)	-5%	i	8%	3%	4	10	-14%	13%	-16%
CC(C)C(OC(=O)c1cc2occc2n1C)C(=O)NCc1ccc2c(c1)OCO2 (stereo not drawn)	4%	i	6%	-9%	5	8	6%	16%	8%
CC(=O)Nc1ccc2nc(-c3cccs3)[nH]c2c1	-2%	/	-2%	4%	2	8	0%	-4%	-4%
O=C(c1cnc(N2CCN(c3ncccn3)CC2)c2ccccc12)N1CCN(c2ncccn2)CC1	-6%	i	15%	-5%	2	1	10%	-3%	4%
N#CC1=C(N)OC2=C(C(=O)CCC2)C1C1CC=CCC1 (stereo not drawn)	-1%	i	5%	5%	4	0	0%	7%	6%
COC(=O)c1ccc(CN2C(=O)NC3(CCCc4ccccc43)C2=O)o1 (stereo not drawn)	0%	i	12%	19%	3	15	-3%	/	0%
O=C(Nc1nncs1)C1c2ccccc2Oc2ccccc21	-10%	i	9%	/	4	18	3%	/	-8%
CCC(=O)Nc1cc(C)c(NC(=O)c2ccco2)cn1	0%	i	10%	7%	4	0	4%	14%	-3%
COc1ccc(CCNC(=O)CCC(=O)N2CCN(S(=O)(=O)c3ccccc3)CC2)cc1OC	-6%	i	6%	-2%	6	17	5%	-19%	-13%
O=S(=O)(c1cccc(Cl)c1)N1CCCC1	-3%	i	12%	-7%	5	1	-1%	/	-6%
CCOC(=O)c1c(NC(=O)CN2CCCCC2)sc2c1CCCC2O (stereo not drawn)	-7%	i	-4%	0%	4	0	3%	2%	2%
COc1ccc(OCCNS(=O)(=O)c2ccccc2)cc1	-6%	i	7%	-7%	5	16	-12%	-6%	3%
COc1ccc(C2=CC(c3ccc(C)cc3)n3nnnc3N2)cc1 (stereo not drawn)	1%	i	22%	10%	0	10	-2%	-12%	-4%
CCOC(=O)c1cn(CC(=O)Nc2ccc(C(C)C)cc2)nn1	-5%	i	12%	-4%	5	15	2%	8%	1%
c1ccc2nc3c(nc2c1)sc1nc2ccccc2n13	7%	i	8%	1%	4	0	-7%	8%	-4%
Cc1ccc(C(O)c2cccnc2)o1 (stereo not drawn)	-3%	i	8%	-7%	11	8	-1%	4%	-12%
CCn1c(NC(=O)c2ccco2)c(-c2ccccc2Cl)c(=O)c2ccccc21	-10%	i	17%	-20%	14	11	-1%	/	-6%
CCOC(=O)C1=C(c2ccccc2)Nc2ncnn2C1c1cc(OC)ccc1OC (stereo not drawn)	/	i	/	-7%	8	0	/	-3%	/
O=c1cc(CSc2nnc(COc3ccccc3)o2)c2ccccc2[nH]1	-5%	i	19%	20%	8	9	10%	-11%	-3%
NC(=O)C1CCN(C(=O)CN2CCCc3ccccc32)CC1	8%	i	3%	7%	9	0	-4%	-2%	-4%
Cc1ccc(C)c(N=C2NC(=O)CS2)c1	1%	i	18%	-1%	0	13	-13%	10%	-4%
COCCNC(=O)CN1C(=O)CSc2ncccc21	-8%	i	16%	3%	2	11	-4%	10%	3%	Spn PMK inh pilot replicates=1.0;Spn MK inh pilot replicates=2.0;Spn DPM-DC inh pilot screen %=0.0
Cc1cc(C)n2nc(C(=O)NCc3ccco3)nc2n1	3%	i	24%	1%	5	0	11%	3%	4%	Spn PMK inh pilot replicates=5.0;Spn MK inh pilot replicates=8.5;Spn DPM-DC inh pilot screen %=7.5
O=C1Nc2ccccc2C(O)(C(=O)N2CCCCC2)N1c1ccccc1 (stereo not drawn)	0%	i	7%	-5%	4	13	/	/	/
Cc1cc(C)n(C(=O)c2ccncc2)n1	0%	i	13%	12%	10	0	/	6%	/
CC(=O)N(Cc1ccco1)C1(C(=O)NC2CCCCC2)CCCCC1	6%	i	-1%	4%	8	6	-6%	/	-15%
COc1cc(NS(=O)(=O)c2cccc3nsnc23)c(C(=O)O)cc1OC	6%	i	10%	-4%	1	10	-2%	10%	9%	Spn PMK inh pilot replicates=4.0;Spn MK inh pilot replicates=7.0;Spn DPM-DC inh pilot screen %=2.5
CC(Sc1nnc(C2CCCCC2)n1N)C(=O)NCc1ccc2c(c1)OCO2 (stereo not drawn)	0%	i	12%	7%	5	8	0%	7%	-10%
COC(=O)CSc1nnc(-c2ccoc2C)n1-c1ccc(OC)cc1	-5%	i	6%	-14%	4	0	-10%	/	-7%
O=C1Nc2ccccc2OC1CC(=O)N1CCCC1 (stereo not drawn)	-4%	i	15%	3%	8	6	6%	17%	14%	Spn PMK inh pilot replicates=0.5;Spn MK inh pilot replicates=3.0;Spn DPM-DC inh pilot screen %=0.0
Cn1ncc(N)c1C(=O)Nc1cccc(C(F)(F)F)c1	12%	i	10%	6%	0	6	0%	15%	1%
CCn1c2ccccc2c2nc3ccccc3nc21	-1%	/	10%	21%	6	0	-4%	12%	-1%
Cc1noc(C)c1C(=O)N1CCN(Cc2ccc3c(c2)OCO3)CC1	-3%	i	23%	1%	4	7	-16%	12%	-12%
O=C(CCN1C(=O)C2CC=C(Cl)CC2C1=O)Nc1ccccc1O (stereo not drawn)	0%	i	6%	-6%	6	8	0%	/	0%
CN1C(=O)C(O)(c2sc(N)nc2-c2ccccc2)c2ccccc21 (stereo not drawn)	4%	i	8%	-9%	7	14	5%	4%	-13%
NC(=O)C1(N2CCCCC2)CCN(CC(=O)Nc2ccc(Oc3ccccc3)cc2)CC1	0%	i	5%	6%	2	0	-4%	4%	-4%
O=C(Cn1cnc2c(nnn2-c2cccc(Cl)c2)c1=O)N1CCCC1	-2%	i	0%	-1%	11	3	-12%	-4%	-2%

Screening data deposited in PubChem by several laboratories.

No enrichment for hits, and some 3.4% of all compounds hit somewhere here.
